# High-throughput results as filed in PubChem.
# p53 reactivation – restores transcriptional activity of mutant p53; H1299 p53-A138V BP100-luciferase reporter, luminescence, 24 h; Potency, µM (series often up to 92.2 µM), inactives show at the top dose activity change, positive = activation, hits mostly activators; 320,000 tested, 0.063% active; also: % of control where 0% means no effect; nearly all actives have a fitted effect of over 45% in size
#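 p53-null H1299 cells stably carrying temperature-sensitive p53-A138V and a BP100-luciferase reporter were pinned with compounds (4-point, 1:5 series) and held 24 hrs at 37 deg C. Luminescence was read 10 min after detection reagent.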
# BRCA1 expr act – increases BRCA1 expression; MCF7-BRCA1-FFLuc reporter, luminescence, 48 h; response scale: scaled: vehicle 0%, 10 µM genistein 100%; 380,000 tested, 1.1% active; Potency, µM (highest dose often 46.1 µM), without a hit: top-dose activation, usual class: activators; also: nearly all actives have a fitted effect of over 80% in size; some results filed as inactive show a strong effect at the top dose
#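 Reporter cells (MCF7, BRCA1 promoter-firefly luciferase) received library compounds across a concentration series for 48 h. End-point luminescence was measured and concentration-effect curves derived after normalization.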
# MBNL1-CUG inh – inhibitors of human MBNL1 binding to CUG repeat RNA | TR-FRET MBNL1-His/biotin-(CUG)12 binding, 665/545 ratio | Q9NR56 | 280,000 tested, 0.036% active | AID 2675 | Potency, µM (doses to about 57.5 µM), for inactives: top-dose activity change, negative = inhibition, usual class: inhibitors; active = well fitted inhibition curve with a large enough effect in the signal ratio, with a control signal flat, not every such curve was filed as active; inconclusive = small, poorly fitted or top-dose-only effect, or effect the other way, or a change in a side signal; inactive = no such curve, though single readings can be large or run the other way; the % refers to the signal ratio; also: % is scaled to controls: 0 for no effect and ±100 for the full control effect
#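 His-tagged MBNL1 binding to biotinylated (CUG)12 RNA was measured by TR-FRET using terbium anti-His antibody (0.055 ng/ul final) and streptavidin-XL665 (5 nM final). Compounds were titrated 92 nM to 58 uM; 60 min at room temperature.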
# ELG1 genotox – genotoxicity induction in ELG1-luciferase HEK293T cells; HEK293T ELG1-luciferase reporter, luminescence, 16 h; Potency, µM (doses to about 46 µM), without a hit: at the highest dose activity change, positive = activation, usual class: activators; 330,000 tested, 1.3% active; AID 504466; also: % of control where 0% means no effect; nearly all actives have a fitted effect of over 60% in size
#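 DMSO vehicle served as control against compound-treated ELG1-luciferase HEK293T cells; exposure lasted 16 hr at 37 °C and 5% CO2, followed by ONE-Glo luminescence detection after 30 min.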
# VP16 counter – Gal4-VP16 reporter inhibition counter-screen | Drosophila S2 Gal4-VP16 UAS-luciferase, luminescence, 20 h | Potency, µM (top dose mostly 53.6 µM), without a hit: at the highest dose activity, negative = inhibition, actives largely listed as inhibitors | 310,000 tested, 3.5% active;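 also: Gal4-VP16 expression switched on by copper sulfate through the metallothionein promoter; % is scaled to controls: 0 for no effect and ±100 for the full control effect; nearly all actives have a fitted effect of over 50% in size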
# NPC1 promoter act – NPC1 promoter activation; Huh7 NPC1 promoter luciferase reporter, 24 h; Potency, µM (doses to about 9.22 µM), inactives show at the top dose activation, most hits filed as activators; 320,000 tested, 2.4% active;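 also: % of control where 0% means no effect; nearly all actives have a fitted effect of over 60% in size; reporter is driven by a mutant NPC1 promoter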
#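 Cells: Huh7 expressing luciferase under the NPC1 promoter, 1500/well. Seeded 2 h, compound added, incubated 24 h at 37 °C. Luciferase reagent, 10 min ambient, then luminescence.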
# uPA generation – cell surface uPA generation inhibition. cell surface uPA generation assay, qHTS. 330,000 tested, 0.31% active. Potency, µM (top dose mostly 38.3 µM), without a hit: at the highest dose activity change, negative = inhibition, hits mostly inhibitors; active = well fitted inhibition curve with a large enough effect; inconclusive = small, poorly fitted or top-dose-only effect; inactive = no such curve, though single readings can be large or run the other way; tested in mouse RAW 264.7 cells; also: % is scaled to controls: 0 for no effect and ±100 for the full control effect; nearly all actives have a fitted effect of over 55% in size
# Rab9 promoter act – Rab9 promoter activation. Huh7 Rab9 promoter-luciferase reporter, luminescence, 24 h. Potency, µM (doses to about 9.22 µM), without a hit: top-dose activation, negative = inhibition, actives largely listed as activators. 320,000 tested, 2.8% active. AID 485297; also: % of control where 0% means no effect; nearly all actives have a fitted effect of over 60% in size
#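 Huh7 cells stably carrying a Rab9 promoter-luciferase reporter, 1500 cells per well in OP-MEM I with 10% FBS, treated with compound 24 hours at 37C. Luciferase activity read by luminescence after 10 minutes with Amplite reagent.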
# RORg inh – blocks mouse ROR gamma transcriptional activity | Potency, µM (top dose mostly 53.6 µM), inactives show at the highest dose activity change, negative = inhibition, hits mostly inhibitors | 310,000 tested, 5.4% active | Drosophila S2 Gal4-RORgamma UAS-luciferase reporter, 20 h; also: % is scaled to controls: 0 for no effect and ±100 for the full control effect; nearly all actives have a fitted effect of over 60% in size
# Target sequence (P51450 whole entry, looked up, the tested form may be a part): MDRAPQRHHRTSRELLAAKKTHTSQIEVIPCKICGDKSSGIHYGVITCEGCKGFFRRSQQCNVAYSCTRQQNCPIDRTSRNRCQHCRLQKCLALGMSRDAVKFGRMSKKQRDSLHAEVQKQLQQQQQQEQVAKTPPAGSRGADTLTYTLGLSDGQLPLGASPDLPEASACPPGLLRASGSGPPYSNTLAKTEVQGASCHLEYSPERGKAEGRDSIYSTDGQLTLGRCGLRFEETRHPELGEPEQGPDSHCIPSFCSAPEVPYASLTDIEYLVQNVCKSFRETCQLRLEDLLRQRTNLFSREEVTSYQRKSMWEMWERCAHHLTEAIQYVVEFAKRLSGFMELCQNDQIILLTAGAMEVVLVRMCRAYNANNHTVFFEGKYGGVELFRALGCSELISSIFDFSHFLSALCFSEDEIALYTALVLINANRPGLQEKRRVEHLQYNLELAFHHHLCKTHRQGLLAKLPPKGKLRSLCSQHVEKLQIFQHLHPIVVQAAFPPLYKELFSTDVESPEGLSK
#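 Using a luciferase readout, inhibitors were identified by reduced reporter activity in Drosophila cells coexpressing a copper-inducible Gal4–ROR gamma fusion and UAS-driven Photinus luciferase, incubated 20 hr after 700 uM copper sulfate.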
# FLuc modulator – counter-screen for miR-21 project: firefly luciferase inhibitors or activators | Potency, µM (top dose mostly 57.5 µM), for inactives: at the highest dose activity change, negative = inhibition, hits mostly inhibitors | 360,000 tested, 6.9% active | P08659 | purified FLuc, Km substrates, luminescence inhibition;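 also: plate controls were vehicle for no effect and reference inhibitor for full effect; nearly all actives have a fitted effect of over 55% in size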
# Target sequence (P08659 whole entry, looked up): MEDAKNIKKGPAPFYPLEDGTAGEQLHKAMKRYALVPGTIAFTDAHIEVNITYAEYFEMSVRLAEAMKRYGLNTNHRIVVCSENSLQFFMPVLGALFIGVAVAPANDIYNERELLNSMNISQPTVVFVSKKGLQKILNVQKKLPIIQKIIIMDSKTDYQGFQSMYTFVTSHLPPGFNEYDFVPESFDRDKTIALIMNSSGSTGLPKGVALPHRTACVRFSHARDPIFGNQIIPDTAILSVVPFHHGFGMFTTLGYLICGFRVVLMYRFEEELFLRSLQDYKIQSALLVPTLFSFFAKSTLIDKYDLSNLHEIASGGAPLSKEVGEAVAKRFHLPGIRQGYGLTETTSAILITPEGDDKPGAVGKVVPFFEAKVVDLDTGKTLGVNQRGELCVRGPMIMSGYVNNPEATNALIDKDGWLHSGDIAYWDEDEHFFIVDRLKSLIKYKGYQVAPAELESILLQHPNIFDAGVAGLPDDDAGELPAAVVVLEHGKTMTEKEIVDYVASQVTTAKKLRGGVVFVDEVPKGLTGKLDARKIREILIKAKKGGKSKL
#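 Purified P. pyralis luciferase, 10 nM final, with Km-level 10 uM D-luciferin and 10 uM ATP in 50 mM Tris acetate pH 7.5, 10 mM Mg acetate, 0.01% Tween-20, 0.05% BSA; 6-point qHTS titration about 60 µM downward; luminescence read.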
# * = called active by the depositor; ? = inconclusive; / = no result given; & = joins results of further samples; [ ] = another dose, or the depositor's remark. Unless noted, calls follow the shape of the dose curve; as a rule, active = well fitted curve in the direction sought with a large enough effect; inconclusive = small, poorly fitted or top-dose-only effect, or another doubt; inactive = no such curve, though single readings can be large; an effect the other way counts as inactive or inconclusive. Potency is read from the fitted curve at half-maximal effect.
mol,p53 reactivation,BRCA1 expr act,MBNL1-CUG inh,ELG1 genotox,VP16 counter,NPC1 promoter act,uPA generation,Rab9 promoter act,RORg inh,FLuc modulator
O=C(N/N=C/c1ccc(-c2cccc(C(F)(F)F)c2)o1)c1ccccc1O,12%,-77%,?,-5%,0.56µM*,-2%,-1%,0%,0.28µM*,2%
O=C(NCc1ccccn1)c1ccccc1OCc1ccc(Cl)cc1Cl,6%,-40%,/,0%,/,-6%,-13%,-3%,/,-5%
COCCN(C(=O)COC(=O)c1ccc(Cl)nc1)c1c(N)n(Cc2ccccc2)c(=O)[nH]c1=O,6%,13%,/,1%,/,-4%,-3%,-2%,/,-2%
O=C(/C(=C(\[O-])c1ccccc1)[n+]1ccc2ccccc2c1)c1ccc(Cl)cc1,11%,-21%,?,-1%,-5%,18%,-21%,1%,?,?
COc1cccc(C(=O)OC2CCN(C)CC2)c1,0%,27%,-3%,-3%,2%,-2%,0%,4%,-22%,2%
Cc1csc(N(C(=O)c2cccc(S(=O)(=O)N(C)C)c2)c2ccccc2)n1,3%,4%,-12%,-20%,-11%,10%,-10%,7%,0%,-11%
O=C(O)COc1ccc(NC(=O)C(c2ccccc2)c2ccccc2)cc1,/,-1%,-11%,1%,6%,6%,8%,7%,0%,1%
COc1cccc(NC(=O)CN(C)C(=O)c2cc(-c3ccc(F)cc3)nc3ccccc23)c1,3%,-78%[inhibitor],/,-3%,/,-11%,-23%,1%,/,?
CCOC(=O)c1c(C)[nH]c(C)c1C(=O)CN1C(=O)NC2(CCCCCC2)C1=O,-7%,-4%,/,-1%,/,-8%,-29%,-6%,/,1%
O=S(=O)(c1ccc(Cl)cc1)n1c(Cc2ccccc2)nc2ccccc21,8%,1%,/,-3%,-2%,-2%,16%,2%,12%[10 µM],-11%
COC(=O)c1ccc(/C=C2\SC(=S)N(CCCC(=O)NCCCN3CCOCC3)C2=O)cc1,3%,-35%,?,-10%,1.8µM*,-10%,-10%,-4%,2.2µM*,?
CCc1cccc(C)c1NC(=O)c1cc(=O)[nH]c2ccc(S(=O)(=O)N3CCOCC3)cc12,0%,-4%,/,8%,/,-3%,21%,1%,/,3%
COc1cccc(NC(=O)C(=O)c2cn(CC(=O)N3CCOCC3)c3ccccc23)c1,12%,?,?,5%,-12%,28%,?,28%,29%,5.4µM*
CCCCc1nc2ccc(S(=O)(=O)O)cc2[nH]1,0%,0%,-10%,-8%,0%,-3%,1%,-10%,-1%,7%
COc1cc(NC(=O)C2CC(c3cccc(OC)c3OC)=NO2)cc(OC)c1OC (stereo not given),-19%,-75%,1%,-10%,?,-14%,/,-13%,?,0%

mol,p53 reactivation,BRCA1 expr act,MBNL1-CUG inh,ELG1 genotox,VP16 counter,NPC1 promoter act,uPA generation,Rab9 promoter act,RORg inh,FLuc modulator
CC1CCCCC1NC(=O)c1ccc(-n2cncn2)c([N+](=O)[O-])c1 (stereo not given),0%,-1%,/,2%,/,-1%,-2%,2%,/,-1%
O=C1CSC(c2cccc([N+](=O)[O-])c2)N1c1c(F)cccc1F (stereo not given),14%,-20%,?,1%,0%,-7%,-5%,0%,-23%,5%
Cc1nn(CCC(=O)NNC(=S)NCC(C)C)c(C)c1Br,2%,5%,-1%,-11%,1.4µM*,-2%,/,-5%,0.71µM*,1%
CC1=C(C)C(c2ccccc2)NC(=S)N1 (stereo not given),2%,-17%,/,0%,-93%,7%,0%,0%,5µM*,2%
CC(C)(C)OC(=O)N/N=C/c1cccc([N+](=O)[O-])c1,18%,?,?,?,-6%,2.5µM*,?,3.2µM*,21%,6µM*
Cn1c(N)c(C(=O)COC(=O)c2cc(-c3ccco3)nc3ccccc23)c(=O)n(C)c1=O,-14%,-15%,?,-7%,1%&-6%,1%,10%,-3%,?,?
Fc1cccc(Nc2nc(Cl)nc(Cl)n2)c1,-2%,6%,-2%,-1%,-15%,0%,-4%,1%,-17%,1%
CCCCCCCCCCCCS[C@H]1CS(=O)(=O)C[C@@H]1O,-5%,-12%,-4%,-2%,6%,-1%,-3%,-2%,-2%,5%
CCOC(=O)C1=C(C)N=c2s/c(=C\c3ccc(O)c([N+](=O)[O-])c3)c(=O)n2C1c1ccccc1OC (stereo not given),-3%,-15%,4%,-15%,-4%,1%,3%,-4%,?,-9%
CCOC(=O)Cc1nnc(-c2ccccc2)o1,0%,1%,5%,3%,26%,-1%,14%,-1%,-7%,-2%
Cc1cc(-c2n[nH]c(=S)n2Cc2ccccc2)cs1,-12%,-6%,3%,-2%,?,-2%,-11%,-3%,5.6µM*,3%
CCn1c(SCC(=O)N2CCCC2=O)nnc1-c1cccs1,1%,2%,/,-2%,/,-7%,?,-7%,/,/
CCOC(=O)C1=C(c2ccccc2)NC(=S)NC1c1ccc(Cl)cc1 (stereo not given),-1%,-47%,4%,-6%,?,1%,1%,-4%,7.9µM*,1%
CCOC(=O)c1cnc(SC)nc1Nc1cccc2ccccc12,-3%,-38%,-7%,2%,-15%,-1%,/,-4%,?,1%
CCc1ccc(NC(=O)CSc2nc(=O)n3cc(C)ccc3n2)cc1,-4%,13%,/,16%,/,0%,-4%,-2%,/,2%

mol,p53 reactivation,BRCA1 expr act,MBNL1-CUG inh,ELG1 genotox,VP16 counter,NPC1 promoter act,uPA generation,Rab9 promoter act,RORg inh,FLuc modulator
Cc1ccc(C(C(=O)NC2CCCCC2)N(Cc2ccccc2)C(=O)Cc2c[nH]c3ccccc23)o1 (stereo not given),6%,-77%,/,-17%,-16%,-1%,-7%,-7%,-5%[10 µM],1%
Cc1cc2[nH]c3ccccc3c2cn1,-19%,-3%,1%,-2%,5%,-5%,-3%,0%,-3%,-20%
Clc1ccc(NCn2cncn2)nc1,-3%,-5%,-9%,0%,-2%,0%,3%,-9%,-12%,5%
CC(NCc1ccncc1)C12CC3CC(CC(C3)C1)C2 (stereo not given),8%,22%,3%,-2%,2%,-5%,-2%,-5%,-6%,2%
COc1cccc(N2CCN(CC(=O)NC(C)c3ccccc3)CC2)c1 (stereo not given),-17%,-3%,-5%,-13%,2%,3%,1%,2%,-14%,-2%
C/C(=N\O)c1noc(C)c1C(=O)Nc1nccs1,-13%,-8%,-3%,6%,6%,1%,-12%,5%,-27%,2%
COc1cc(C(C)=O)ccc1OCC(=O)Nc1ccccc1N1CCCC1,-6%,-16%,-1%,-17%,-1%,-2%,3%,6%,5%,-1%
CCOc1ccc(OCc2ccc(C(=O)NCc3ccncc3)o2)cc1,7%,40%,2%,?,17%,?,-11%,?,43%,-21%
COc1ccccc1Oc1ncnc2c1oc1ccccc12,-1%,-27%,8%,5%,24%,0%,-1%,-1%,2%,-14%
O=C(Nc1ccc(Cl)cc1)OCc1cncs1,?,11µM*,-16%,7%,-6%,?,-1%,?,6%,15µM*
COCc1c(C(=O)OCC(=O)NCCc2ccc(S(N)(=O)=O)cc2)oc2ccccc12,2%,3%,/,0%,/,1%,7%,3%,/,/
O=C(C[C@H]1C/C=C\C[C@H](NC(=O)OCC2c3ccccc3-c3ccccc32)C(=O)OC[C@@H]2CCCN2C1=O)N[C@H](CO)Cc1ccccc1,2%,0%,/,2%,/,/,-3%,/,/,/
COc1ccc(/C=N/NC(=O)c2ccc(NC(=O)c3cccc([N+](=O)[O-])c3)cc2)c(C(=O)O)c1OC,-3%,-17%,?,2%,-12%,9%,-1%,10%,13%,-8%
CCN(c1ccccc1)S(=O)(=O)c1cc(C(=O)Nc2ccc(F)c(F)c2)ccc1F,10%,-55%,-5%,-5%,?,-7%,-14%,-13%,?,-1%
O=C(CN1CCN(C(=O)c2ccccc2)CC1)Nc1ncc(Br)cc1Br,-9%,-34%,-2%,-1%,5%,1%,-7%,4%,-1%,1%

mol,p53 reactivation,BRCA1 expr act,MBNL1-CUG inh,ELG1 genotox,VP16 counter,NPC1 promoter act,uPA generation,Rab9 promoter act,RORg inh,FLuc modulator
COC(=O)[C@@H]1C[C@@H](c2ccccc2)[C@H](C)C1(C)C,5%,4%,/,2%,/,-1%,-11%,-4%,/,-1%
CC1CCC(NC(=O)C2CC(=O)N(c3ccc(Cl)cc3)C2)CC1 (stereo not given),-8%,-13%,1%,8%,-5%,3%,4%,-1%,8%,?
CC(C)(C)C(=O)COC(=O)CNC(=O)c1ccc(Oc2ccccc2)cc1,2%,-7%,-10%,?,-2%,0%,5%,7%,0%,?
Cc1cc(C(=O)CSc2nnnn2C)c(C)n1-c1ccc2c(c1)OCCO2,?,7.9µM*,3%,10µM*,-15%,3.2µM*,4%,2.5µM*,51%,24µM*
CCOC(=O)c1ccc(COC(=O)c2nonc2N)cc1,0%,65%,-7%,0%,-6%,1%,3%,2%,8%,15µM*
CCC/C(O)=C1\C(=O)CC(c2ccccc2)CC1=NCCc1c(C)[nH]c2ccccc12 (stereo not given),0%,-28%,-5%,-9%,-10%,-4%,-27%,-9%,?,1%
CC(=O)OCC[n+]1c(C)n(-c2ccccc2)c2ccc(Cl)cc21,-5%,1%,-2%,1%,1%,2%,2%,-1%,-10%,6%

# Limited to VP16 counter and ELG1 genotox, for some of the entries so far:
Compound | VP16 counter | ELG1 genotox
CCC/C(O)=C1\C(=O)CC(c2ccccc2)CC1=NCCc1c(C)[nH]c2ccccc12 (stereo not given) | -10% | -9%
CC(=O)OCC[n+]1c(C)n(-c2ccccc2)c2ccc(Cl)cc21 | 1% | 1%
